IP6K1 inh – inhibitors of human IP6K1; IP6K1 kinase, ADP-Glo luminescence, 2 h; hits give low values; activity change, % (series mostly up to about 58 µM); 0.81% of 140,000 active; AID 1645851; in the data active means activity change below about -25%
Target sequence (Q92551 whole entry, looked up): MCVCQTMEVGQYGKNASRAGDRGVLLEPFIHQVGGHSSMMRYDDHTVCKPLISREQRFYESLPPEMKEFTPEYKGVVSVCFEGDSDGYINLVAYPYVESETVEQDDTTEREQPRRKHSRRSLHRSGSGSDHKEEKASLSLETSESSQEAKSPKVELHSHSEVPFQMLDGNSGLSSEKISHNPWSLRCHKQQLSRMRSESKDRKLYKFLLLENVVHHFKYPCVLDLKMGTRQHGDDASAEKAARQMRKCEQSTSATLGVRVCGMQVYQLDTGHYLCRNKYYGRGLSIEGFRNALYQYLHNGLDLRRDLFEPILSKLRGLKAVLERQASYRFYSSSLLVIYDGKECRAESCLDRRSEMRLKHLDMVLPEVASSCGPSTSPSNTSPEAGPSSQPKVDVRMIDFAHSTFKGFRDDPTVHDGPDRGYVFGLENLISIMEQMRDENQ
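ADP-Glo luminescence measures ADP made by human IP6K1 during a 2 h RT reaction with ATP/IP6 (mix at 1.3 mM/130 uM); top library doses 57.5 and 19.1 uM final.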
HEK293 viab – cell viability loss counter-screen; HEK-293-SNCA-luc viability, GF-AFC fluorescence, 24 h; Potency, µM (top dose mostly 57.1 µM), without a hit: at the top dose activity change, negative = cytotoxicity, hits mostly cytotoxic; 0.12% of 150,000 active;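 further: potency means the concentration at half of the fitted maximal effect; 0% = DMSO-treated cells and -100% = medium-only wells without cells; nearly all actives have a fitted effect of over 30% in size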
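HEK-293-SNCA-luc cells (1500/well) plated 24 h, then exposed 24 h to a dilution series; GF-AFC added 30 min at 37C, fluorescence 405/540 nm; normalised to medium-only and DMSO wells, Hill fit.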
Luciferase inh – Photinus pyralis luciferase inhibition; P08659; purified P. pyralis luciferase, luminescence, biochemical; Potency, µM (titrated, usually from 115 µM), for the others: top-dose activity change, negative = inhibition, actives largely listed as inhibitors; 2.5% of 76,000 active; AID 1347043; further: potency means the concentration at half of the fitted maximal effect; nearly all actives have a fitted effect of over 65% in size
Target sequence (P08659 whole entry, looked up): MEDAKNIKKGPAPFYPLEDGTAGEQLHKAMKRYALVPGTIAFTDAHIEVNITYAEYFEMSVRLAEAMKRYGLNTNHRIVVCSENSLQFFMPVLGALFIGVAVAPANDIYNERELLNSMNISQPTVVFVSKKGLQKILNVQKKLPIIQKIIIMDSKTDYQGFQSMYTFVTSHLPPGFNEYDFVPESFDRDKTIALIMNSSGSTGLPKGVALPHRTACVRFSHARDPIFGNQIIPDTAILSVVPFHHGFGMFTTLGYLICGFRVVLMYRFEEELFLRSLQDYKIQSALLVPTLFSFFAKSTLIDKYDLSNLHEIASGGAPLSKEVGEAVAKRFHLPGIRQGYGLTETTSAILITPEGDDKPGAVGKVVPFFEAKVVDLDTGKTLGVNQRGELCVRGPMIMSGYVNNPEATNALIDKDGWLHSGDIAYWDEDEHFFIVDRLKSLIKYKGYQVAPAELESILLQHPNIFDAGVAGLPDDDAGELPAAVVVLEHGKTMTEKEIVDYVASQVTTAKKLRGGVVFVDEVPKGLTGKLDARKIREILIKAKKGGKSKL
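Purified 10nM P. pyralis luciferase with 10uM D-luciferin and 10uM ATP in 50mM Tris acetate pH 7.5, 10mM Mg acetate, 0.01% Tween-20, 0.05% BSA. qHTS titration; luminescence read by CCD imager.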
SNCA expr inhib – inhibitors of alpha-synuclein (SNCA) gene expression | HEK-293 SNCA-luciferase knock-in, luminescence, 24 h | Potency, µM (doses to about 57.2 µM), inactives show at the highest dose activity change, negative = inhibition, hits mostly inhibitors | 0.17% of 140,000 active | AID 1671194;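 further: potency means the concentration at half of the fitted maximal effect; plate controls were DMSO cells for no effect and cell-free wells for full effect; nearly all actives have a fitted effect of over 45% in size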
3T3 cytotox – kills NIH 3T3 cells | NIH 3T3 viability, CellTiter-Glo ATP luminescence, 48-72 h | Potency, µM (series often up to 96.7 µM), for the others: top-dose activity change, negative = cytotoxicity, actives largely listed as inhibitors | 4.3% of 94,000 active | AID 1345082; further: potency means the concentration at half of the fitted maximal effect; nearly all actives have a fitted effect of over 55% in size
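NIH 3T3 cells at 400 cells/well received 23 nL of compound by pintool and were incubated 48 or 72 h at 37 °C. Viability was read as ATP-coupled CellTiter-Glo luminescence.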
HEK cytotox – HEK 293 cell cytotoxicity; HEK 293 viability, ATP luminescence (CellTiter-Glo), 48-72 h; Potency, µM (series often up to 115 µM), for the others: at the highest dose activity change, negative = cytotoxicity, most hits filed as inhibitors; AID 1345083; 6.6% of 94,000 active; further: potency means the concentration at half of the fitted maximal effect; nearly all actives have a fitted effect of over 60% in size
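Cytotoxicity was scored by loss of ATP-coupled luminescence (CellTiter-Glo) in HEK 293 cells. Compound treatment ran 48 or 72 hr at 37 degree Celsius, 5% CO2, 95% humidity.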
GPT2 inhibitor – inhibitors of human GPT2 alanine aminotransferase; Potency, µM (titrated, usually from 57.7 µM), inactives show top-dose activity change, negative = inhibition, hits mostly inhibitors; Q8TD30; Recombinant GPT2, coupled pyruvate oxidase/HRP Amplex Red fluorescence; AID 1671188; 0.25% of 100,000 active; further: potency means the concentration at half of the fitted maximal effect; nearly all actives have a fitted effect of over 60% in size; many of its hits are not listed in these tables
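Inhibition is scored from Amplex Red fluorescence generated when pyruvate oxidase and HRP act on pyruvate released by GPT2. Reactions contain 10ng/uL enzyme, 250uM a-KG and 2mM L-alanine and run 30 min at room temperature.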
Active calls of the source: *; [ ] = remark or other dose. Unless noted, the call rests on the fitted dose curve; in most records, active means well fitted curve in the direction sought with a large enough effect; inconclusive means small, poorly fitted or top-dose-only effect, or another doubt; inactive means no such curve, though single readings can be large; an effect the other way counts as inactive or inconclusive. Unless noted, on the % scale 0 is the no-effect control and ±100 the full control effect.

CC(C)CNC(=O)NC1CCN(C(=O)N2CC3CC(C2)[C@H]2CCCC(=O)N2C3)CC1 (some centres undefined) was read as IP6K1 inh 10.7, HEK293 viab 14.9%, Luciferase inh 5.4%, SNCA expr inhib 6.0%, 3T3 cytotox inactive, HEK cytotox 2.0% and GPT2 inhibitor 2.7%.
`COCCn1nnnc1C1CC2(CCOCC2)C(=O)N1Cc1cc(F)cc(F)c1` (centres undefined) gave IP6K1 inh -1.1, HEK293 viab 0.3%, Luciferase inh 8.2%, SNCA expr inhib -22.6%, 3T3 cytotox 0.0%, HEK cytotox inactive and GPT2 inhibitor 4.2%.
For C1CC(OCC2CC2)CN1 (centres undefined) the results were IP6K1 inh -10.1, HEK293 viab 2.0%, Luciferase inh 0.1%, SNCA expr inhib -26.7%, 3T3 cytotox inactive, HEK cytotox 11.4% and GPT2 inhibitor 1.2%.
`O=C(CN1C(=O)COc2ccc(Cl)cc21)Nc1ccc(F)cc1` gave IP6K1 inh 13.0, HEK293 viab 0.1% and SNCA expr inhib inconclusive.
`O=C(NCc1ccccc1)[C@H](Cc1ccccc1)NC(=O)[C@@H]1O[C@@H]1C(=O)NCCc1ccc(O)cc1` gave HEK293 viab inconclusive, SNCA expr inhib 3.6% and GPT2 inhibitor inactive.
Screening CCOCc1nc(C2CCCN2S(=O)(=O)c2cn(C)cn2)no1 (centres undefined) returned IP6K1 inh -8.9, HEK293 viab 1.4%, Luciferase inh 0.7%, SNCA expr inhib -13.0%, 3T3 cytotox 2.2%, HEK cytotox 2.4% and GPT2 inhibitor inactive.
`CCc1cccc(NC(=O)CN(C)S(=O)(=O)c2ccc3c(c2)CCCN3C(C)=O)c1` gave IP6K1 inh 30.8, HEK293 viab -16.5% and SNCA expr inhib -0.1%.
Screening COc1ccc(-n2c(=O)c3c4c(sc3n(Cc3ccc(C)cc3C)c2=O)CCC4)c(OC)c1 returned IP6K1 inh -15.9, HEK293 viab 3.8% and SNCA expr inhib 1.8%.
For Cc1ccccc1C(=O)N1CCCC2(C1)Nc1cccnc1NC2=NC1CCCC1 (centres undefined) the results were IP6K1 inh 9.6, HEK293 viab -18.6%, Luciferase inh 8.8%, SNCA expr inhib 1.0%, 3T3 cytotox inactive, HEK cytotox 3.3% and GPT2 inhibitor inconclusive.
`CCn1ccc(C(=O)N2CCCN(S(=O)(=O)c3ccccc3)CCC(=O)NCC2)n1` gave IP6K1 inh 10.2, HEK293 viab -8.8%, Luciferase inh -2.7%, SNCA expr inhib 11.0%, 3T3 cytotox -15.2%, HEK cytotox inactive and GPT2 inhibitor 1.5%.
CC(C)CCC(=O)N1CCC2(CC1)Nc1ccccc1NC2=O was read as IP6K1 inh 14.4, HEK293 viab -3.1%, Luciferase inh -0.6%, SNCA expr inhib 10.4%, 3T3 cytotox -27.3%, HEK cytotox -28.4% and GPT2 inhibitor -24.3%.
For CCc1nc(-c2c3n(c(=O)n(CC(=O)Nc4cccc(Cl)c4)c2=O)CCCC3)no1 the results were IP6K1 inh 26.0, HEK293 viab 16.3%, Luciferase inh 1.5%, SNCA expr inhib -16.3%, 3T3 cytotox -5.1%, HEK cytotox 18.2% and GPT2 inhibitor -10.4%.
COc1ccccc1CNS(=O)(=O)c1cc(Br)cc2c1N(C(=O)C1CC1)CC2 was read as IP6K1 inh -3.8, HEK293 viab 16.2% and SNCA expr inhib 3.4%.
Screening C[S+](=O)([O-])N1CC2(Cc3ccccc3NC2=O)C1 returned IP6K1 inh -2.8, HEK293 viab 0.9%[87.6 µM], SNCA expr inhib 7.8%[87.6 µM], 3T3 cytotox inactive, HEK cytotox -2.5%[172 µM] and GPT2 inhibitor inactive.
For CC(C)(C)CC(=O)N1C[C@@H](NC(=O)Nc2ccc(F)cc2F)C[C@H]1C(=O)N[C@H](Cc1ccccc1)C(N)=O the results were IP6K1 inh -0.8, HEK293 viab -1.3%, Luciferase inh -2.0%, SNCA expr inhib -17.3%, 3T3 cytotox inactive, HEK cytotox inactive and GPT2 inhibitor -8.0%.
`CCOc1ccc(NC(=O)Cn2ncc3c2-c2cc(C)ccc2OC3)cc1` gave IP6K1 inh -7.2, HEK293 viab -3.7% and SNCA expr inhib -4.2%.
For Cc1ccc(NC(=O)c2cc3c(N4CCSCC4)nc(C)cn3n2)c(F)c1 the results were IP6K1 inh 9.0, HEK293 viab 9.2%, Luciferase inh 1.0%, SNCA expr inhib -9.9%, 3T3 cytotox 0.0%, HEK cytotox -7.0% and GPT2 inhibitor inactive.
Screening CC1CN(C(=O)N2CCC(C(=O)NCCC3=CCCCC3)CC2)c2ccccc2O1 (centres undefined) returned IP6K1 inh 4.0, HEK293 viab 10.9% and SNCA expr inhib 96.7%[activator].
CC(=O)NCCNc1nc2c(S(=O)(=O)c3ccc(C)c(C)c3)nnn2c2ccc(Cl)cc12 was read as IP6K1 inh 3.0, HEK293 viab 6.2% and SNCA expr inhib -10.2%.
For CC(C)c1ccc(N2C(=O)N(Cc3ccccc3Cl)c3ccccc3S2(=O)=O)cc1 the results were IP6K1 inh 13.4, HEK293 viab 6.4% and SNCA expr inhib -15.7%.
CC(C)(C)CC(C)(C)c1ccc(O)c(-n2nc3ccccc3n2)c1 was read as IP6K1 inh 22.3, HEK293 viab 9.6%[23.9 µM], SNCA expr inhib -24.8%[25.6 µM] and GPT2 inhibitor -2.6%.
Screening O=C(CCc1nc(C2CC(=O)N(C3CCCCC3)C2)no1)c1ccc(Cl)cc1 (centres undefined) returned IP6K1 inh 24.1, HEK293 viab -9.8%, Luciferase inh 4.1%, SNCA expr inhib inconclusive, 3T3 cytotox inconclusive, HEK cytotox inconclusive and GPT2 inhibitor -8.8%.
For O=C1Nc2ccc(-c3cccc(C(F)(F)F)c3)cc2C(=O)N2CCN(C(=O)COc3ccccc3)C[C@H]12 the results were IP6K1 inh 2.4, HEK293 viab 0.8%, Luciferase inh 11.2%, SNCA expr inhib inconclusive, 3T3 cytotox inconclusive, HEK cytotox inconclusive and GPT2 inhibitor inactive.
COc1ccccc1CCC(=O)NC1CCN(c2cc(C(F)(F)F)nc(C)n2)CC1 was read as IP6K1 inh 5.2, HEK293 viab -3.7%, Luciferase inh 6.0%, SNCA expr inhib 10.4%, 3T3 cytotox -21.0%, HEK cytotox inconclusive and GPT2 inhibitor 2.7%.
For O=C(Cn1ncc2c3ccccc3n(Cc3ccc(Cl)cc3)c2c1=O)NC1CCCCCC1 the results were IP6K1 inh 11.1, HEK293 viab 2.3% and SNCA expr inhib -5.4%.
Cc1cc(C)cc(C(=O)N2CCCN(c3cc(-c4ccc(Cl)cc4)[nH]n3)CC2)c1 was read as IP6K1 inh 3.1, HEK293 viab 3.4%, Luciferase inh -3.4%, SNCA expr inhib -20.9%, 3T3 cytotox inconclusive, HEK cytotox 44.7µM* and GPT2 inhibitor -19.4%.
For COc1cc(OC)c(NC(=O)C2CCN(C(=O)c3sc4nc[nH]c(=O)c4c3C)CC2)cc1Cl the results were IP6K1 inh -13.3, HEK293 viab -3.3% and SNCA expr inhib 7.7%.
For Cc1noc(C)c1-c1cc(-c2cccc3cc[nH]c23)cn2cncc12 the results were IP6K1 inh -15.0, HEK293 viab inconclusive, Luciferase inh 5.0%[172 µM], SNCA expr inhib 3.7%[87.6 µM], 3T3 cytotox 28.2µM*, HEK cytotox inconclusive and GPT2 inhibitor -30.1%[88.5 µM].
Screening Cc1cccc(-c2noc(-c3ccc(N4CCCC4)c([N+](=O)[O-])c3)n2)c1 returned IP6K1 inh -2.3, HEK293 viab -6.2% and SNCA expr inhib inconclusive.
Screening COc1ccc(Cn2c(C3CCN(C(=O)C4(c5ccccc5)CC4)CC3)n[nH]c2=O)cc1 returned IP6K1 inh -6.9, HEK293 viab -5.6%, Luciferase inh 0.8%, SNCA expr inhib -7.4%, 3T3 cytotox -27.9%, HEK cytotox 2.1% and GPT2 inhibitor -9.4%.
`Cc1cccn2c(=O)c(C(=O)N3CCN(c4ccc(Cl)cc4)CC3)cnc12` gave IP6K1 inh 20.4, HEK293 viab -1.8% and SNCA expr inhib -1.7%.
`CCn1cc(S(=O)(=O)N2CCCCCCNC(=O)[C@@H]3CCC[C@@H]32)cn1` gave IP6K1 inh -1.2, HEK293 viab 3.2%, Luciferase inh -6.4%, SNCA expr inhib -23.1%, 3T3 cytotox inconclusive, HEK cytotox 1.3% and GPT2 inhibitor inactive.
`CCC(=O)C1=C(c2ccccc2)N(C(=O)CC)n2c(nnc2C2CCCCC2)S1` gave IP6K1 inh 5.7, HEK293 viab -2.2% and SNCA expr inhib -0.3%.
Screening CC1CCN(C(=O)C[C@@H]2c3nc(NC(=O)c4ccco4)sc3C[C@@H]3[C@](C)(CO)[C@H](O)CC[C@]32C)CC1 returned IP6K1 inh -13.6, HEK293 viab -2.9%, Luciferase inh 5.9%, SNCA expr inhib -27.1%, 3T3 cytotox inconclusive, HEK cytotox -27.0% and GPT2 inhibitor 2.8%.
Screening CC(=O)Nc1cccc(-c2ncc3c(n2)OCCN(c2ccccc2)C3=O)c1 returned IP6K1 inh 7.9, HEK293 viab -9.2%[87.6 µM], Luciferase inh 28.2µM*, SNCA expr inhib 23.6%[87.6 µM], 3T3 cytotox 17.8µM*, HEK cytotox -6.3%[172 µM] and GPT2 inhibitor 2.5%[88.5 µM].
`C=C(C)CNCC1(O)CCCN(Cc2cccc(F)c2F)C1=O` (centres undefined) gave IP6K1 inh 5.6, HEK293 viab -4.4%, Luciferase inh 15.6%, SNCA expr inhib 23.3%, 3T3 cytotox -16.5%, HEK cytotox -15.2% and GPT2 inhibitor inactive.
COc1ccc(-c2noc(CNC(=O)COc3cccc(C)c3C)n2)cc1 was read as IP6K1 inh -7.7, HEK293 viab 3.1% and SNCA expr inhib 12.7%.
Screening COCCN(C)Cc1cn(Cc2ccccc2)nc1-c1ccc2c(c1)OCO2 returned IP6K1 inh 7.0, HEK293 viab -8.1%, Luciferase inh -1.2%, SNCA expr inhib -21.9%, 3T3 cytotox 2.0%, HEK cytotox inactive and GPT2 inhibitor inactive.

No new results follow: 3 of the compounds above.
`Cc1cccn2c(=O)c(C(=O)N3CCN(c4ccc(Cl)cc4)CC3)cnc12` gave IP6K1 inh 20.4, HEK293 viab -1.8% and SNCA expr inhib -1.7%.
`CCn1cc(S(=O)(=O)N2CCCCCCNC(=O)[C@@H]3CCC[C@@H]32)cn1` gave IP6K1 inh -1.2, HEK293 viab 3.2%, Luciferase inh -6.4%, SNCA expr inhib -23.1%, 3T3 cytotox inconclusive, HEK cytotox 1.3% and GPT2 inhibitor inactive.
`CCC(=O)C1=C(c2ccccc2)N(C(=O)CC)n2c(nnc2C2CCCCC2)S1` gave IP6K1 inh 5.7, HEK293 viab -2.2% and SNCA expr inhib -0.3%.

Screens from PubChem BioAssay.
